Screening results as filed in PubChem.
hiPSC survival: enhancers of single-cell hiPSC survival, primary screen, ATPlite luminescence; 100% = ROCK inhibitor wells, 0% = DMSO; survival enhancement, % at 20 µM; hit rate 0.044% among 360,000; AID 602274, 2012; in the data active = survival enhancement above about 18%;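 also: cells exposed to compounds for 16 hours before the ATP read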
CaV13 ICDI inh: Disruptors of the CACNA1D IQ motif to Ca2+-dependent inactivation inhibitor domain association, primary screening, Förster resonance energy transfer in intact living …; HEK cells, CFP/YFP FRET ICDI-IQ, plate reader, 10 min; percent FRET-ratio fall versus neutral wells; inhibition, % at 12.3 µM; hit rate 0.098% among 340,000; AID 743397;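 active = mean replicate inhibition of at least 30% and at least 1% of replicates passing that level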;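 also: 0% = median of the neutral control wells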
HIF-2a inh: HIF-2a reporter inhibitors, primary screen, luminescence, 786-0 RCC cells; inhibition, % at 18.8 µM; hit rate 0.72% among 360,000; 786-0 RCC cells HIF-2a reporter, luciferase luminescence, overnight;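 active = inhibition of the luminescence signal of 40% or more relative to plate controls, in a single-dose primary screen at 18.75 µM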
Shn3 inh set2: reduction of Shn3 3'UTR firefly luciferase signal, primary screen, Schnurri-3 inhibitor project, cell-based, Clone20 osteoblasts, set 2. hit rate 0.52% among 360,000. Clone20 osteoblast Shn3 3'UTR firefly luciferase, 24 h. inhibition, % at 12.5 µM. AID 588674, 2011;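 active = mean inhibition of at least 75% with every replicate also reaching 75%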;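 also: 0% = median of neutral control wells and 100% = pilot-screen positive control compound; some compounds past the cut are filed as inactive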
MITF TRPM1 inh: inhibitors of MITF-dependent TRPM1 promoter reporter, primary screen, cell-based, SK-MEL-5, single point, luciferase | SK-MEL-5 TRPM1 promoter luciferase, 24 h | hit rate 0.83% among 330,000 | inhibition, % at 12.5 µM;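 active = mean inhibition across replicates of 60% or more, whatever share of single replicates reaches that level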; also: values of inactives mirror those of a sister screen read the other way
PDI turbidity: inhibitors of human PDI, primary screen, biochemical, turbidity, single point, plate reader; PDI insulin aggregation turbidity, A650, 90 min; Protein disulfide-isomerase (Homo sapiens), P07237; hit rate 0.052% among 350,000; inhibition, % at 10 µM;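 active = mean inhibition across replicates of 30% or more, whatever share of single replicates reach that level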;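 also: absorbance from insulin aggregation driven by PDI reduction with DTT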
Target sequence (P07237 whole entry, looked up): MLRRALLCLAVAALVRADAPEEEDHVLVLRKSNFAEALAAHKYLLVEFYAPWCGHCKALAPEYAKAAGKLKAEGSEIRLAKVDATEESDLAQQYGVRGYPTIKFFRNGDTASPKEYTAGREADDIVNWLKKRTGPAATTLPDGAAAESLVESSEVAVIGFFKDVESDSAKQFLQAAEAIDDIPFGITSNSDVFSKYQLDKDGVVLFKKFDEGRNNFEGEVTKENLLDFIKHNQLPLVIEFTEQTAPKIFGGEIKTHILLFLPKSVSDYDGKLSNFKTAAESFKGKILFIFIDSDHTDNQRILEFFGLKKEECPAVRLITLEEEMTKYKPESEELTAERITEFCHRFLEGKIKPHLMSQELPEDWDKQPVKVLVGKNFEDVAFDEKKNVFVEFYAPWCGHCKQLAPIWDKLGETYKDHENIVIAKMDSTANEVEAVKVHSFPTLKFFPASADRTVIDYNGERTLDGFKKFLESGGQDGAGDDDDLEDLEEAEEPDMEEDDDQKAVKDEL
NR2E3 ag-1: inhibitors of NR2E3-RetCOR corepressor binding, primary screen, NR2E3 agonist project, biochemical, TR-FRET, GST-NR2E3, biotin-RetCOR; inhibition of corepressor binding, % at 4.78 µM; Photoreceptor-specific nuclear receptor (Homo sapiens), Q9Y5X4; hit rate 0.12% among 320,000; AID 2300, 2010; 1536-well;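 active = percent inhibition above the cutoff of mean plus 3 SD of all tested compounds, set per screening campaign, cut at about 20% in these data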;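 also: 0% = DMSO wells and 100% = biotin wells as full block of FRET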
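System: GST-tagged NR2E3 plus biotinylated RetCOR corepressor; Amount: 1.35 nM GST-tagged NR2E3 final; Dosing: single nominal compound dose of 4.8 µM; Schedule: 5 h incubation at 4 °C; Technique: TR-FRET with europium anti-GST and streptavidin-D2, 340 nm excitation; Controls: biotin wells as high control, 0.6% DMSO wells as low control.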
NR2E3 ag-2: NR2E3 agonists in two-hybrid cells, primary screen, cell-based, luminescence, CHO-S, Gal4-NCOR/VP16-NR2E3; hit rate 0.35% among 360,000; Photoreceptor-specific nuclear receptor (Homo sapiens), Q9Y5X4; AID 602229, 2012; luciferase; inhibition of corepressor binding, % at 3.98 µM;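 active = inhibition above the mean of all tested compounds plus 3 SD, cut at about 70% in these data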;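 also: 0% = DMSO with NR2E3 transfected cells and 100% = cells lacking NR2E3 construct; higher means lower luciferase signal from less NR2E3 corepressor binding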
Peg3 prom inh: Peg3 promoter-driven luciferase inhibitors, primary screen, cell-based, HeLa, luciferase luminescence; AID 588405, 2011; HeLa PEG-Prom luciferase reporter, overnight; inhibition, % at 20 µM; hit rate 1.7% among 360,000;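 active = inhibition of at least 50% at 20 µM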
Cardio protect: cardioprotection against H2O2-induced cell death, primary screen, uHTS, H9c2 cells, ATPLite luminescence. H9c2 cardiomyocytes, H2O2 injury protection, 2 h. protection from H2O2 cell death, % at 20 µM. hit rate 0.63% among 360,000. AID 588492, 2011;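 active = compounds giving at least 50% protection of heart cells from peroxide-induced death in the single-dose screen, raw or plate-pattern-corrected value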;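 also: 0% = DMSO wells with peroxide and 100% = DMSO wells without peroxide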
m5-HT2A agonist: mouse Htr2a agonists via beta-arrestin recruitment, primary screen, cell-based, luminescence; hit rate 0.66% among 360,000; activation, % at 7.6 µM; CHO-K1 mHTR2A beta-arrestin complementation; percent of 30 µM serotonin response; 5-hydroxytryptamine receptor 2A (Mus musculus), P35363;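 active = activation above a run cutoff, the mean activation of all tested compounds plus 3 SD, cut at about 14% in these data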;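 also: 0% = plate median of compound wells and 100% = 30 µM serotonin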
Target sequence (P35363 whole entry, looked up): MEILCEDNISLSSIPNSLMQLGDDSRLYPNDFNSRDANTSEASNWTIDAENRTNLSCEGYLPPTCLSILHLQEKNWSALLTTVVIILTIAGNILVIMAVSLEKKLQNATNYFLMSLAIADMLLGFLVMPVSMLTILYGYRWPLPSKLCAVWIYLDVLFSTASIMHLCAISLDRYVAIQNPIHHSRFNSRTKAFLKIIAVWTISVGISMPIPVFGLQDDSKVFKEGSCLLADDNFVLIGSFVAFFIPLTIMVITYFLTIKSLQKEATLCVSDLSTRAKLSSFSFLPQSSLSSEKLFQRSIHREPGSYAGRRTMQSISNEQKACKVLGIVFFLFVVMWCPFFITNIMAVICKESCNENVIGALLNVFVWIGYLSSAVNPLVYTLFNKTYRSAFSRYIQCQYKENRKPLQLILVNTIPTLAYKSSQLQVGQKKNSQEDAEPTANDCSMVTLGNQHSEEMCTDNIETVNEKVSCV
An asterisk follows results filed as active; nt = not tested or not shown; & = joins results of further samples.

SMILES	hiPSC survival	CaV13 ICDI inh	HIF-2a inh	Shn3 inh set2	MITF TRPM1 inh	PDI turbidity	NR2E3 ag-1	NR2E3 ag-2	Peg3 prom inh	Cardio protect	m5-HT2A agonist
CCN(CC(=O)Nc1c(F)cccc1F)C(=O)c1nc2nc(C)cc(C)n2n1	-0.4	-6.7	3.7	-9.4	1.1	-0.5	nt	-20.0	5.3	1.6	-15.2
CC(/C=N/n1c(-c2cccnc2)n[nH]c1=S)=C\c1ccccc1	8.8	-3.1	-6.7	11.2	-8.4	1.6	1.2	-15.4	8.1	3.5	3.1
Cc1ccc(S(=O)(=O)N2CCN(C)CC2c2ccccc2)cc1 (configuration not stated)	-0.3	-6.9	6.8	0.0	1.5	-2.2	2.2	-8.9	7.2	-1.7	-3.4
CN(C)c1ccc(N=Nc2ccccc2Br)cc1	-0.6	-4.5	-9.9	8.4	-3.7	13.9	-1.2	-134.4	-138.8	-19.6	-4.7
CN(/N=C/c1ccc(Cl)cc1Cl)c1ncc(Cl)cc1C(F)(F)F	-0.3	-4.9	-3.7	4.8	8.2	-2.6	-1.2	6.8	-4.1	2.9	4.8
CCOc1ccccc1OCCCC(=O)ON=C(N)c1ccccc1	-0.5	-5.4	-23.4	-2.0	-0.8	-0.5	-0.7	13.4	-0.8	6.8	1.9
COc1cccc(CN2CCNC(=O)C2CC(=O)NC2CCCC2)c1OC (configuration not stated)	0.3	-2.2	5.3	-8.5	13.8	-4.4	-2.1	-6.5	1.3	-2.6	0.7
O=[N+]([O-])c1cccc(CN2CCN(c3ncccn3)CC2)c1	0.0	-2.6	-2.4	-7.0	-6.0	4.4	2.0	7.5	12.2	8.3	14.6*
CCN1CCC[C@H]1CNC(=O)c1c(O)c(Cl)cc(Cl)c1OC	-1.4	-5.0	-9.2	4.5	-3.3	3.6	-2.5&-3.1	0.6	-0.3	7.3	-3.7
CCCCC(=O)NC1(C(F)(F)F)C(=O)N(Cc2ccco2)C(C)=C1C(=O)OC (configuration not stated)	-1.9	-14.0	10.3	-1.3	16.4	0.1	1.8	12.8	10.5	7.0	3.9
Cc1ccc(N(C(=O)c2ccc(S(=O)(=O)N3CCOCC3)cc2)C2C=CS(=O)(=O)C2)cc1C (configuration not stated)	0.2	-1.8	12.9	-2.1	-4.4	-1.2	3.0	-20.9	14.3	5.9	-1.9
CC(C)CC(=O)N/N=C/c1c(N)n(C)c(=O)n(C)c1=O	0.4	1.8	14.8	4.2	3.8	11.3	4.4	-3.0	11.6	-1.1	4.8
COc1ccc(Cc2nc3ccccc3n2C)cc1	-0.4	-19.0	-18.8	-10.0	3.1	4.4	2.0	16.3	5.4	1.5	-1.7
COc1ccc(CCNC(=O)c2cnn3c(C(F)F)cc(C)nc23)cc1OC	1.9	-5.8	12.3	4.8	-3.9	-12.2	-0.7	-27.4	3.1	4.4	-3.1
CC1(C)NC(=O)N(CC(=O)OCC(=O)Nc2c(Br)cc([N+](=O)[O-])cc2Br)C1=O	-0.3	-6.0	1.0	-2.9	15.0	5.2	nt	-20.7	8.8	-6.6	0.2
CCOC(=O)C1CCN(C(=O)COC(=O)c2cccc(F)c2)CC1	-1.9	5.8	14.4	7.1	13.7	5.9	-1.9	-3.9	-40.8	13.0	-0.7
Nc1nnc(-c2cccnc2)s1	-0.3	nt	-4.0	-0.4	8.6	0.8	4.5	-1.6	0.1	3.8	-2.3
O=C(CNC(=O)c1cccs1)OCC(=O)c1ccccc1	-0.4	-6.9	2.1	-5.4	-6.7	0.9	-2.1	-13.4	5.5	2.9	3.2
Cc1ccc(CNC(=O)C2CCCN(S(=O)(=O)N3CCC(C)CC3)C2)cc1 (configuration not stated)	0.4	-1.9	12.8	-11.8	0.2	10.1	-0.6	-16.3	21.8	1.7	5.8
COc1ccc(C2=NN(c3ccccc3)C(c3cn(CCC(=O)O)nc3-c3ccccc3)C2)cc1 (configuration not stated)	0.2	-2.5	-46.0	-28.0	6.6	6.0	2.9	-5.7	-36.2	3.7	0.4
Cc1nn(C)c(C)c1CNC(=O)c1nn2c(c1Cl)NC(c1cccs1)CC2C(F)(F)F (configuration not stated)	-1.6	-8.2	1.7	65.4	51.0	-5.3	1.1	-7.0	17.0	-10.9	-0.5
C(=N\Nc1nc(Nc2ccccc2)nc(Nc2ccccc2)n1)/c1cccnc1	0.8	-5.3	-40.8	3.6	-3.1	1.0	0.9	-15.7	30.7	14.9	-6.9
CC(NCc1cccs1)C(=O)NC1CCCCC1 (configuration not stated)	0.2	-3.1	19.3	15.9	-1.4	-5.9	1.6	20.1	4.1	1.2	8.8
O=C(CCc1nnc2ccc(N3CCC4(CC3)OCCO4)nn12)N1CCCCC1	-0.4	-5.1	-5.1	5.9	-9.5	11.0	-0.4	-1.4	-3.0	-1.8	0.5
CC(C)(C)c1ccc(/C=C/C(=O)NCCCN2CCOCC2)cc1	-0.6	-5.3	47.6*	3.8	2.2	-0.5	2.9	-1.8	-3.7	-4.2	-8.0

By substructure, the compounds so far containing a nitro group on carbon.
SMILES	hiPSC survival	CaV13 ICDI inh	HIF-2a inh	Shn3 inh set2	MITF TRPM1 inh	PDI turbidity	NR2E3 ag-1	NR2E3 ag-2	Peg3 prom inh	Cardio protect	m5-HT2A agonist
O=[N+]([O-])c1cccc(CN2CCN(c3ncccn3)CC2)c1	0.0	-2.6	-2.4	-7.0	-6.0	4.4	2.0	7.5	12.2	8.3	14.6*
CC1(C)NC(=O)N(CC(=O)OCC(=O)Nc2c(Br)cc([N+](=O)[O-])cc2Br)C1=O	-0.3	-6.0	1.0	-2.9	15.0	5.2	nt	-20.7	8.8	-6.6	0.2

Going on with the list:
SMILES	hiPSC survival	CaV13 ICDI inh	HIF-2a inh	Shn3 inh set2	MITF TRPM1 inh	PDI turbidity	NR2E3 ag-1	NR2E3 ag-2	Peg3 prom inh	Cardio protect	m5-HT2A agonist
O=C(COC(=O)c1cccc(S(=O)(=O)N2CCCC2)c1)Nc1ccccc1Cl	-0.1	-4.3	-7.7	-0.1	3.3	-3.6	nt	-10.9	13.7	-4.7	9.4
COc1cccc(N(C(=O)c2nc3nccc(C)n3n2)c2nc3ccccc3s2)c1	-0.7	-4.9	-272.6	-89.3	-83.7	6.2	-0.7	-64.3	-248.1	-0.3	0.2
CCCCn1c(=O)c(Cc2ccccc2)c(O)c2ccccc21	1.0	-3.6	10.1	0.2	11.4	0.2	4.3	-0.6	-0.3	5.7	-0.5
Cn1ncc([N+](=O)[O-])c1C(=O)NCc1ccccc1	-0.8	-5.1	8.4	1.0	-0.9	11.0	0.4	-17.8	5.3	1.5	10.0
O=C1NC(=O)C(CSc2ccccc2)(c2ccccc2)N1 (configuration not stated)	-2.8	-5.5	13.3	-7.4	-10.9	-7.2	nt	-6.0	4.0	-1.2	-4.0
O=C(COc1ccc(Cl)cc1)NNC(=S)NCc1ccccc1	-0.1	-6.7	-18.8	-27.8	2.8	-0.7	1.6	25.6	5.5	-8.4	-6.5
CCN(CC)CCCNC(=O)c1cc(Nc2ccc(OC)cc2)nc2ccccc12	-0.8	-2.4	-6.9	14.4	-18.4	0.2	1.6	1.3	-13.5	4.0	-4.1
CCN(C(=O)Cn1c(=O)oc2cc(S(=O)(=O)N3CCCC3)ccc21)c1ccc(OC)cc1	-0.2	-5.7	19.1	27.1	nt	-0.5	4.0	23.4	15.3	-1.9	-2.1
CCOc1ccc(OCC)c(NC(=O)Nc2ccc3c(c2)N(C)C(=O)CS3)c1	-0.1	8.0	-0.4	11.1	-3.4	-2.2	-1.0	-24.5	24.0	25.1	-2.9
CC(=O)Nc1ccc(NC(=O)c2ccc([N+](=O)[O-])cc2Cl)cc1	-0.2	-10.9	0.1	-6.9	-6.6	-1.5	1.4	9.8	-9.8	-0.4	-2.7
CCn1c(SCC(=O)c2cc(OC)ccc2OC)nnc1C(C)C	-1.0	-4.5	5.2	-10.2	-13.0	4.2	1.9	-3.0	3.3	26.7	3.8
COc1ccc(-n2c(SCC(=O)NCC3CCCO3)nc3ccccc3c2=O)cc1Cl (configuration not stated)	1.0	-8.0	5.9	-2.7	nt	6.2	nt	-22.2	11.3	10.5	-0.6
CC(=O)NC(O)C(=O)c1ccco1 (configuration not stated)	0.4	-8.6	6.2	-17.2	0.5	0.3	0.2	-2.4	12.3	7.9	4.4
Cc1ccc(-c2c(C)n([O-])c3c([n+]2=O)CCC3)cc1	-1.2	-3.1	8.0	-15.3	-10.9	-5.3	-1.7	3.4	-1.1	6.5	6.2
O=C(N/N=C/c1c[nH]c2ccccc12)c1ccc(O)c(O)c1	0.9	-4.3	4.3	-9.5	10.6	6.9	5.5	-21.2	0.1	7.5	-3.8
O=C(CS(=O)(=O)c1ccc(F)cc1)NCc1ccccc1	0.5	-7.3	7.6	-6.5	0.0	-8.0	2.8	-14.2	-1.8	-0.5	-0.8
Cc1nn2c(NCCCn3ccnc3)cc(C(C)C)nc2c1-c1ccccc1	-0.2	-0.1	38.0	23.8	-6.5	-4.1	-3.1	-8.3	47.4	5.6	-2.8
COc1ccc(C2=[N+](C)CCn3cccc32)c(OC)c1	-1.9	-3.6	18.5	15.7	19.6	5.1	1.4	-3.9	8.5	-4.6	-2.2
COc1ccc2c(c1)C(c1cccs1)=NNC(c1ccncc1)=N2	-0.4	6.9	21.0	25.5	3.9	0.6	-2.9	9.7	17.1	-3.8	2.5
c1cc2c(cc1C1CCCCC1)c1c3n2CCCNC3CCC1 (configuration not stated)	-5.6	-6.0	31.4	-2.1	98.9*	-3.7	-0.9	3.2	103.9*	-28.6	4.1
CC(C)NC(=O)N(C)C[C@@H]1Oc2ccc(NC(=O)CCN3CCOCC3)cc2CC(=O)N([C@@H](C)CO)C[C@@H]1C	-1.2	-4.8	5.0	-23.7	6.6	4.1	nt	9.0	-53.8	3.0	7.2
COc1ccccc1C(=O)N/C(=C/c1ccc(Br)cc1)C(=O)N1CCOCC1	3.5	18.6	2.1	2.3	nt	-10.8	nt	-1.1	3.9	5.6	4.6
CCCCn1c(N)c(N(CCOC)C(=O)COC(=O)c2cc(CCC)c(C)s2)c(=O)[nH]c1=O	-0.2	-5.9	13.5	6.1	3.1	5.4	0.6	8.2	3.5	0.5	3.8
C=CCNC(=O)CSc1ccc(Cl)cc1	1.8	-4.1	-15.0	-15.5	-5.7	0.0	-1.5	-1.1	-3.5	6.1	1.6
